ANO1 activ – TMEM16A chloride channel activators or potentiators, primary screen, cell-based, HTS; HEK293 TMEM16A/YFP-H148Q/I152L, iodide quench fluorescence; stronger effect = lower value; AID 623877, 2012; actives 0.3% (n = 340,000); B-score at 10 µM;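 active = fluorescence-ratio B-score plate-corrected deviation score at least 3 library SD below zero, with starting fluorescence score within 5 deviations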;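 note: channel opened by trigger with iodide after compound preincubation; score built on the fluorescence ratio of max minus min over baseline; more negative score means more quench and so TMEM16A activation or potentiation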
HDAC3 inh – HDAC3 deacetylase inhibitors, primary screen, biochemical, fluorescence, cell-free homogeneous; Histone deacetylase 3 (Homo sapiens), O15379; recombinant HDAC3, fluorogenic peptide/trypsin coupled; inhibition, % at 8.3 µM; actives 0.15% (n = 320,000); in the data active = inhibition above about 26%, passing the limit was not always enough; inconclusive = no clear call, values can overlap the other calls
Target sequence (O15379 whole entry, looked up): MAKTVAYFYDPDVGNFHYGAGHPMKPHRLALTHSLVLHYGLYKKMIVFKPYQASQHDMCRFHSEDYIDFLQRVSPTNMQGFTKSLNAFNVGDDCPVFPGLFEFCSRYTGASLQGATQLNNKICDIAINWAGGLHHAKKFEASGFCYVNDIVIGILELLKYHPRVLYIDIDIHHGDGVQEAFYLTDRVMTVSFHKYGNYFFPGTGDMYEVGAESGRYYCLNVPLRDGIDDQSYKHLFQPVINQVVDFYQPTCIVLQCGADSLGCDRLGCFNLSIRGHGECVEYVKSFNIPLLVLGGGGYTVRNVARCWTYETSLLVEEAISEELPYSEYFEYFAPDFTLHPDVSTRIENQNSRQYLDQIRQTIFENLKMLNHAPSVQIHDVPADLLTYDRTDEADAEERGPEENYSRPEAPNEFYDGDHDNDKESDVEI
KCNK3 block – human KCNK3 channel inhibitors, primary screen, CHO cells, FluxOR thallium flux, B-score. Potassium channel subfamily K member 3 (Homo sapiens), O14649. actives 0.84% (n = 340,000). FluxOR fluorescence; stronger effect = lower value. B-score at 10 µM. AID 602410, 2012;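 active = B-score under library mean minus 4 SD, starting fluorescence ratio at most library mean plus 5 SD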;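 note: more negative B-score means stronger inhibition of thallium flux through KCNK3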
Target sequence (O14649 whole entry, looked up): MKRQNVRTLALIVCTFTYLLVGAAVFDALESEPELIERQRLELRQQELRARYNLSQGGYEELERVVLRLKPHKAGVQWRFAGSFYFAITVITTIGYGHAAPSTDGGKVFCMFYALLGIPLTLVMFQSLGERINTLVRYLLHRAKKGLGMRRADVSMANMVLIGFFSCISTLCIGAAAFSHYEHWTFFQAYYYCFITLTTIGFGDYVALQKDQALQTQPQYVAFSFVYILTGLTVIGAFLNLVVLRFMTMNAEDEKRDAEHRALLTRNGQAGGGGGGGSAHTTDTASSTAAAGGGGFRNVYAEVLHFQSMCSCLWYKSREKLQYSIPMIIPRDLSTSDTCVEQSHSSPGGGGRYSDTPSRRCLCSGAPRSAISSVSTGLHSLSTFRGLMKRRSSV
* marks the source's active call; other numbers are inactive results; i = inactive; ? = inconclusive. A portion of the library; rates above refer to the full screens.

ANO1 activ	molecule	HDAC3 inh	KCNK3 block
i	Cc1nc(SC(C)C(=O)NCc2ccc3c(c2)OCO3)nc(C)c1C (stereo not drawn)	-4.1	i
i	CCN(C(=O)COC(=O)CC1CCCCC1)c1c(N)n(Cc2ccccc2)c(=O)[nH]c1=O	4.0	i
i	CN1CCN(c2ccc(S(=O)(=O)N3CCOCC3)cc2NC(=O)CC(C)(C)C)CC1	-1.6	i
i	CSc1ncccc1C(=O)Nc1ccc2c(c1)OCO2	-1.5	i
i	O=C(OCC(=O)N1CCc2ccccc21)c1ccncc1	2.3	i
i	Cc1ccc(NS(=O)(=O)c2ccc(C(=O)N3CCCCCC3)cc2)cc1	-3.6	i
i	CCOc1ccc2oc(C(=O)N3CCCN(C)CC3)c(C)c2c1	13.1	i
i	Cc1nc2ccccc2n1CC(=O)OCC(=O)N1CCC(C)CC1	-1.7	i
i	CNC[C@H]1Oc2ccc(NC(=O)C3CCCCC3)cc2CC(=O)N([C@H](C)CO)C[C@@H]1C	1.3	i
i	O=C(CN1C(=O)NC(c2ccc(F)cc2)C1=O)NC1CCCCC1 (stereo not drawn)	1.0	i
i	COCCCOc1cc(NCc2ccccc2)c2ncn(C(C)C)c2c1	1.9	i
i	O=C(COC(=O)c1ccccc1)NC1CCCCCC1	2.1	i
i	O=C(NNC(=O)C12CC3CC(CC(C3)C1)C2)c1ccccc1O	-3.0	i
i	C[C@H]1COC(=O)[C@@H](Cc2ccc(F)cc2)C/C=C\C[C@@H](CC(=O)N[C@@H](CO)Cc2ccccc2)C(=O)N1	1.8	i
i	COc1ccc([C@H]2CC(=O)C=C(c3cc(Br)ccc3OC)C2)cc1	0.6	i

Quoted at random: seven records from the list.
ANO1 activ	molecule	HDAC3 inh	KCNK3 block
i	CCN(C(=O)COC(=O)CC1CCCCC1)c1c(N)n(Cc2ccccc2)c(=O)[nH]c1=O	4.0	i
i	COCCCOc1cc(NCc2ccccc2)c2ncn(C(C)C)c2c1	1.9	i
i	O=C(CN1C(=O)NC(c2ccc(F)cc2)C1=O)NC1CCCCC1 (stereo not drawn)	1.0	i
i	O=C(OCC(=O)N1CCc2ccccc21)c1ccncc1	2.3	i
i	CCOc1ccc2oc(C(=O)N3CCCN(C)CC3)c(C)c2c1	13.1	i
i	Cc1nc(SC(C)C(=O)NCc2ccc3c(c2)OCO3)nc(C)c1C (stereo not drawn)	-4.1	i
i	Cc1ccc(NS(=O)(=O)c2ccc(C(=O)N3CCCCCC3)cc2)cc1	-3.6	i

(cont.)
ANO1 activ	molecule	HDAC3 inh	KCNK3 block
i	COc1cccc(N2CCN(C(=O)c3cc(-c4ccccc4)nc4c3cnn4C(C)C)CC2)c1	-2.6	i
i	Cc1cc(Cl)cc(C)c1OCC(=O)NC1CCCCCC1	?	i
i	NC(=O)CSc1ccc(S(=O)(=O)N2CCCCC2)cn1	-0.3	i
i	Cc1cc(Br)cc(Cl)c1OCC(=O)N1CCN(C(=O)c2ccco2)CC1	-0.9	i
i	C[C@H](CO)N1C[C@H](C)[C@@H](CN(C)S(=O)(=O)c2cn(C)cn2)Oc2c(NS(=O)(=O)c3ccccc3)cccc2C1=O	7.8	i
i	CCOC(=O)c1c(C)[nH]c(C)c1C(=O)COC(=O)Cc1n[nH]c(=O)c2ccccc12	2.5	i
i	CC1(c2ccc(OC(F)F)cc2)NC(=O)N(CC(=O)NC2CCCC2)C1=O (stereo not drawn)	-0.7	i
i	O=C(CNC(=O)c1ccccc1F)OCn1nnc2ccccc2c1=O	-0.9	i
i	O=C(COC(=O)CNS(=O)(=O)c1cc(C(F)(F)F)ccc1Cl)NC1CC1	4.9	i
i	O=C(COC(=O)c1ccc(Br)o1)Nc1cccc(S(=O)(=O)N2CCOCC2)c1	-3.5	i
i	Cn1cnnc1SCC(=O)Nc1ccc(N2CCCCC2)cc1	0.6	i
i	CCCCN(C(=O)c1cc2ccccc2o1)c1c(N)n(CCCC)c(=O)[nH]c1=O	-1.6	i
i	CC(C)COC(=O)N1CC(O)CC1C(=O)Nc1ccc2c(c1)OCO2 (stereo not drawn)	-3.1	i
i	CC(C)C[C@H](NC(=O)c1[nH]cnc1C(=O)N[C@@H](C)C(=O)OCc1ccccc1)C(=O)OCc1ccccc1	?	i
i	CC(NC(=O)C1CCN(C(=O)Nc2ccccc2)CC1)c1ccccc1Cl (stereo not drawn)	-2.8	i
i	CC(C(=O)N1c2ccccc2CC1C)N1CCN(S(=O)(=O)c2ccccc2F)CC1 (stereo not drawn)	7.9	i
i	COc1ccc(NC(=O)N(C)C[C@H]2Oc3c(NC(=O)Nc4ccc(C(F)(F)F)cc4)cccc3C(=O)N([C@H](C)CO)C[C@@H]2C)cc1	1.8	i
i	C[C@H]1CN([C@@H](C)CO)C(=O)c2cccc(NC(=O)C3CC3)c2O[C@H]1CN(C)Cc1ccncc1	3.2	i
i	CN(CC(=O)Nc1ccc(F)c(F)c1F)C(=O)C1=NN(c2ccccc2)C(=O)CC1	-2.7	i
i	COc1ccc(S(=O)(=O)N2CCCCC2)cc1NC(=O)CCOc1cc(C)ccc1C	-4.2	i
i	O=C(COC(=O)/C=C/c1cc(Br)ccc1F)NC1CC1	8.0	i
i	C[C@H](CO)N1C[C@H](C)[C@@H](CN(C)S(C)(=O)=O)Oc2ccc(NC(=O)CCC(F)(F)F)cc2C1=O	-1.4	i
i	C[C@@H]1CN([C@H](C)CO)C(=O)Cc2cc(NC(=O)Nc3ccccc3)ccc2O[C@@H]1CN(C)Cc1ccc2c(c1)OCO2	1.3	i
i	O=C(Nc1ccc(Cl)c(S(=O)(=O)N2CCOCC2)c1)[C@@H]1CCCN1C(=O)c1cccs1	2.2	i
i	O=C(C[C@H]1C/C=C/CC[C@@H](Cc2ccc(F)cc2)C(=O)OC[C@H](c2ccccc2)NC1=O)NCCO	3.2	i
i	Cc1ccc(C)c(NC(=O)COC(=O)c2ccc(S(=O)(=O)N3CCCCC3)cc2)c1	0.2	i
i	COCc1ccc(-c2c(-c3ccc(OC)cc3)oc(=O)c3cc(OC)c(OC)cc23)cc1	-1.1	i
i	Cc1cccc(NC(=O)COC(=O)CN2CCCCCC2=O)c1C	0.2	i
i	COc1cccc(-c2sc3ccc(OC)cc3c2C#CC2(O)CCCCC2)c1	-3.0	i
i	Cc1ccc(C(=O)CCC(=O)OC(C)C(=O)NC2CCCCC2C)cc1 (stereo not drawn)	1.7	i
i	O=C(NCc1cccc(C(F)(F)F)c1)c1cccc2c1C(=O)c1ccc(N3CCC(Cc4ccccc4)CC3)cc1S2(=O)=O	9.6	i
i	Cc1cc(C(=O)NNC(=O)c2ccc(Cl)cc2)c2ccccc2n1	-4.6	i
i	CCN(CC)S(=O)(=O)c1ccc(N2CC(C(=O)N3CCOCC3)CC2=O)cc1 (stereo not drawn)	-4.4	i
i	Cc1nnc(NC(=O)c2cc(S(=O)(=O)N(C)C)ccc2N2CCCC2)s1	-1.8	i
i	C[C@H](NC(=O)c1[nH]cnc1C(=O)Nc1ccon1)c1ccccc1	-6.0	i
i	O=C(CCNS(=O)(=O)c1ccc(Br)cc1)NNC(=O)C1COc2ccccc2O1 (stereo not drawn)	-2.5	i
i	CC(NC(=O)COC(=O)C1CCN(c2ccc(C(F)(F)F)cn2)CC1)c1ccc(F)cc1 (stereo not drawn)	12.2	i
i	C[C@H](CO)N1C[C@H](C)[C@@H](CN(C)C(=O)Nc2ccccc2)Oc2c(NC(=O)Nc3ccc(C(F)(F)F)cc3)cccc2C1=O	11.4	i
i	Cc1ccc(Cn2nc(C)c(C(=O)N3CCN(S(=O)(=O)/C=C/c4ccccc4)CC3)c2C)cc1	-1.8	i
i	O=C(CNC(=O)c1ccc(F)cc1)NCc1ccccn1	-7.0	i
i	C/C(=C\COc1ccc2ccc(=O)oc2c1)CC[C@@H](O)C(C)(C)O	-43.7	i
i	CCOC(=O)Cc1csc(SCC(=O)Nc2oc(C)c3c(C)n[nH]c(=O)c23)n1	4.4	i
i	COc1ccccc1/C(C)=N/Oc1cc(N)cc([N+](=O)[O-])c1	12.5	i
i	Cc1cc(C(=O)COC(=O)c2n[nH]c(=O)c3ccccc23)c(C)n1C	3.2	i
i	CCN(CC)C(=O)c1[nH]cnc1C(=O)Nc1ccon1	-3.9	i
i	Cc1noc(C)c1C(=O)Nc1ccc(S(=O)(=O)N2CCC(C)CC2)cc1	-6.3	i
i	CCN1CCN(C(=O)C(C)Sc2nc3nc(C)cc(C)n3n2)CC1 (stereo not drawn)	0.4	i
i	CCN(C(=O)COC(=O)/C=C/c1cccc(Cl)c1)c1c(N)n(Cc2ccccc2)c(=O)[nH]c1=O	0.2	i
i	COc1ccc(NC(=O)c2c(F)cccc2Cl)cc1S(=O)(=O)N1CCOCC1	-2.2	i
i	O=C(/C=C/c1cccc(F)c1)Nc1ccc(S(=O)(=O)N2CCOCC2)cc1	-0.4	i
i	Cc1ccc(NC(=O)CSCC(=O)Nc2cccc(S(=O)(=O)N3CCCCCC3)c2)cc1	12.2	i
i	C[C@@H]1C(=O)O[C@H](C)[C@H]1C[C@@H](O)[C@](C)(O)C1CC[C@@]2(O)C3=CC(=O)[C@@H]4C[C@@H](O)[C@@H](O)C[C@]4(C)C3CC[C@]12C (stereo partly drawn)	-1.0	i
i	O=C(O)CC(CC(=O)O)c1ccsc1	-6.1	i
i	CCCn1nc(C(=O)NC2CCCC2)c2ccccc2c1=O	-3.2	i
i	CC(C)CN(C(=O)CSc1nc2ccccc2o1)c1c(N)n(Cc2ccccc2)c(=O)[nH]c1=O	-0.6	i
i	CCC(CO)Oc1cc(NCc2cc(C)cc(C)c2)c2ncn(C(C)C)c2c1 (stereo not drawn)	1.6	i
i	CC(Sc1nc(N)cc(N)n1)C(=O)NCC1CCCO1 (stereo not drawn)	-11.0	i
i	O=C(NNC(=O)C1CCC1)c1cccc(Cl)c1	-9.2	i
i	C=C[C@@H]1c2cc(C)ccc2N(S(=O)(=O)c2ccc(C)cc2)[C@H](c2ccccc2)C1(C#N)C#N	-3.5	i
i	CCOc1ccc(S(=O)(=O)NCCC(=O)NCC(c2ccc(OC)cc2)N2CCCC2)cc1 (stereo not drawn)	-9.0	i

A second format for part of the listing above:
Each structure is followed by: ANO1 activ	HDAC3 inh	KCNK3 block
- CCN(C(=O)COC(=O)/C=C/c1cccc(Cl)c1)c1c(N)n(Cc2ccccc2)c(=O)[nH]c1=O
    i	0.2	i
- COc1ccc(NC(=O)c2c(F)cccc2Cl)cc1S(=O)(=O)N1CCOCC1
    i	-2.2	i

Next part:
ANO1 activ	molecule	HDAC3 inh	KCNK3 block
i	C[C@@]12C(=O)N(c3ccccc3)C(=O)N1[C@@H]1c3ccccc3OC[C@@H]1[C@H]2c1ccccc1	9.2	i
i	O=C(COC(=O)c1ccc(F)cc1)NCc1ccc(F)cc1	7.3	i
i	CC1CCCC(C)N1C(=O)COC(=O)c1ccc2ccccc2n1 (stereo not drawn)	-7.5	i
i	CC(C)(C)OC(=O)C[C@H]1C/C=C\C[C@@H](CC(=O)NCCO)C(=O)NC[C@@H](c2ccccc2)OC1=O	-8.1	i
i	CC(C)(C)OC(=O)C[C@H]1C/C=C\C[C@@H](CC(=O)NCCO)C(=O)NCCOC1=O	5.1	i
i	CCn1c(C)cc(C(=O)CN2C(=O)c3ccccc3S2(=O)=O)c1C	3.0	i
i	Fc1cccc(-c2c(-c3ccccc3)ncc3cc(F)ccc23)c1	-4.9	i
i	O=C(COc1cccc2cccnc12)Nc1cccc(S(=O)(=O)N2CCCC2)c1	1.1	i
i	O=C(CN1C(=O)NC2(CCc3ccccc32)C1=O)Nc1cccc(Cl)c1 (stereo not drawn)	-1.4	i
i	C=CCOc1ccc(/C=C/C(=O)OCC(=O)NNC(=O)c2ccccc2F)cc1	0.1	i
i	Cn1c(N)c(C(=O)COC(=O)COc2ccc(Cl)cc2)c(=O)n(C)c1=O	-3.4	i
i	CN1CCC(N(C)S(=O)(=O)c2ccc(NC(=O)c3ccc(S(=O)(=O)N(C)C)cc3)cc2)CC1	10.2	i
i	CC(=O)Nc1ccc(S(=O)(=O)NCCC(=O)N2CCN(c3ccccc3Cl)CC2)cc1	-4.4	i
i	CCCNC(=O)C(Cc1ccccc1C)NC(=O)c1ccc(C#N)cc1 (stereo not drawn)	4.6	i
i	CSCCC(NC(=O)COc1ccccc1)C(=O)N1CC(C)CC(C)C1 (stereo not drawn)	-2.5	i
i	COc1cc(OC)cc(C(=O)N[C@H](C(=O)NC2CCCc3ccccc32)C(C)C)c1 (stereo partly drawn)	-3.2	i
i	Cc1cccc(C)c1NC(=O)CNC(=O)c1ccc(N2CCCC2=O)cc1	-1.3	i
i	O=C(CN1CCN(C(=O)c2ccco2)CC1)Nc1cccc(S(=O)(=O)N2CCCC2)c1	0.4	i
i	O=C1C=C(c2ccc(C(=O)O)cc2)C[C@@H](c2ccc(F)cc2)C1	-4.8	i
i	O=C1CCCN1C(=O)COc1cc(F)ccc1[N+](=O)[O-]	0.8	i
i	COc1ccc(C(CNC(=O)c2cc3c(s2)CCC(C)C3)N2CCCC2)cc1 (stereo not drawn)	2.8	i
i	COc1cc2cc(CCOC(=O)c3ccc(C(F)(F)F)cc3)oc(=O)c2cc1OC	-1.4	i
